# Integrin act MD – qHTS for Activators of Integrin-Mediated Alleviation for Muscular Dystrophy. alpha7betagal myoblasts, beta-gal FDG fluorescence, 48 h. Potency, µM (titrated, usually from 38.3 µM), without a hit: at the highest dose activation, actives largely listed as activators. 350,000 compounds, 0.064% hits;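 also: potency is read from the fitted curve at half-maximal effect; 100% = response of the positive control SU9516; nearly all actives have a fitted effect of over 60% in size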
#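 Alpha7betagal+/- myoblasts (passage 13) were plated 16-24 hr, then exposed to compounds (1:260 dilution of DMSO stock) for 48 hours at 37C. After MPER lysis, β-galactosidase reporter activity was read as FDG fluorescence (ex 480/em 540) after 30 minutes.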
# Menin-MLL TR inh – qHTS Assay for Inhibitors Targeting the Menin-MLL Interaction in MLL Related Leukemias: Competition With Texas Red Labeled MLL-derived Mutant Peptide; Menin + Texas Red MLL mutant peptide, fluorescence polarization; AID 1768, 2009; O00255; 270,000 compounds, 0.23% hits; Potency, µM (top dose mostly 61.6 µM), for inactives: at the highest dose FP activity change, negative = inhibition, usual class: inhibitors; active = well fitted inhibition curve with a large enough effect in the polarisation, with a control signal flat, not every such curve was filed as active; inconclusive = small, poorly fitted or top-dose-only effect, or effect the other way, or a change in a side signal; inactive = no such curve, though single readings can be large or run the other way; the % refers to the polarisation; also: potency is read from the fitted curve at half-maximal effect; % of control where 0% means no effect; many of its hits are not listed in these tables
# MBNL1 CUG block – qHTS Assay for Inhibitors of MBNL1-poly(CUG) RNA binding. Muscleblind-like protein 1 (Homo sapiens), Q9NR56. TR-FRET MBNL1-His/biotin-(CUG)12 binding, 665/545 ratio. Potency, µM (series often up to 57.5 µM), inactives show top-dose activity change, negative = inhibition, actives largely listed as inhibitors. 280,000 compounds, 0.036% hits; active = well fitted inhibition curve with a large enough effect in the signal ratio, with a control signal flat, not every such curve was filed as active; inconclusive = small, poorly fitted or top-dose-only effect, or effect the other way, or a change in a side signal; inactive = no such curve, though single readings can be large or run the other way; the % refers to the signal ratio; also: potency is read from the fitted curve at half-maximal effect; % is scaled to controls: 0 for no effect and ±100 for the full control effect
#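 Ratiometric TR-FRET (665 over 545 nm, excitation 340 nm) tracks disruption of MBNL1-His/biotin-(CUG)12 complex after 60 min at room temperature, with compounds at 92 nM to 58 uM final.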
# Mito fusion yeast – qHTS Assay for Small Molecule Inhibitors of Mitochondrial Division or Activators of Mitochondrial Fusion | 320,000 compounds, 0.23% hits | S. cerevisiae fusion-defective mutant growth rescue, CellTiterGlo 48 h | Potency, µM (series often up to 46.1 µM), without a hit: at the top dose growth rescue (activation), actives largely listed as activators | AID 485298, 2010;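 also: potency is read from the fitted curve at half-maximal effect; % of control where 0% means no effect; nearly all actives have a fitted effect of over 45% in size; temperature-sensitive fusion mutants such as fzo1-1 at 37 °C on non-fermentable ethanol glycerol medium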
#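 Read-out: ATP-based luminescence (CellTiterGlo, 10 min ambient) reporting growth of fusion-defective ts yeast after 48 hours at 37C on glycerol/ethanol YPEG medium in the presence of compound.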
# AT treatment – qHTS Assay for Identifying a Potential Treatment of Ataxia-Telangiectasia; […] A-T fibroblasts, KAP-1 phosphorylation AlphaLISA; neocarzinostatin DNA damage 30 min before lysis; 320,000 compounds, 0.19% hits; Potency, µM (titrated, usually from 57.5 µM), for inactives: at the top dose activation, actives largely listed as activators; also: potency is read from the fitted curve at half-maximal effect; % of control where 0% means no effect; nearly all actives have a fitted effect of over 45% in size
#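 hTERT-immortalized A-T patient fibroblasts ([…]), 500 cells/well in OPTI-MEM, 1% FBS, got compounds for 60 min, then NCS for 30 min at 37C. Lysates were then assayed for phospho-KAP-1 by AlphaLISA (anti-pKAP1 donor, anti-KAP1 acceptor beads), 6 hr at 25C.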
# MLL CXXC-DNA inh – qHTS Fluorescence Polarization Assay for Inhibitors of MLL CXXC domain - DNA interaction. Potency, µM (series often up to 115 µM), without a hit: at the top dose activity change, negative = inhibition, usual class: inhibitors. Histone-lysine N-methyltransferase 2A (Homo sapiens), Q03164. AID 2662, 2010. MLL-CXXC / FITC-HOXA9 DNA fluorescence polarization. 290,000 compounds, 0.037% hits; active = well fitted inhibition curve with a large enough effect in the polarisation, with a control signal flat, not every such curve was filed as active; inconclusive = small, poorly fitted or top-dose-only effect, or effect the other way, or a change in a side signal; inactive = no such curve, though single readings can be large or run the other way; the % refers to the polarisation; also: potency is read from the fitted curve at half-maximal effect
# Target sequence (Q03164 whole entry, looked up, the tested form may be a part): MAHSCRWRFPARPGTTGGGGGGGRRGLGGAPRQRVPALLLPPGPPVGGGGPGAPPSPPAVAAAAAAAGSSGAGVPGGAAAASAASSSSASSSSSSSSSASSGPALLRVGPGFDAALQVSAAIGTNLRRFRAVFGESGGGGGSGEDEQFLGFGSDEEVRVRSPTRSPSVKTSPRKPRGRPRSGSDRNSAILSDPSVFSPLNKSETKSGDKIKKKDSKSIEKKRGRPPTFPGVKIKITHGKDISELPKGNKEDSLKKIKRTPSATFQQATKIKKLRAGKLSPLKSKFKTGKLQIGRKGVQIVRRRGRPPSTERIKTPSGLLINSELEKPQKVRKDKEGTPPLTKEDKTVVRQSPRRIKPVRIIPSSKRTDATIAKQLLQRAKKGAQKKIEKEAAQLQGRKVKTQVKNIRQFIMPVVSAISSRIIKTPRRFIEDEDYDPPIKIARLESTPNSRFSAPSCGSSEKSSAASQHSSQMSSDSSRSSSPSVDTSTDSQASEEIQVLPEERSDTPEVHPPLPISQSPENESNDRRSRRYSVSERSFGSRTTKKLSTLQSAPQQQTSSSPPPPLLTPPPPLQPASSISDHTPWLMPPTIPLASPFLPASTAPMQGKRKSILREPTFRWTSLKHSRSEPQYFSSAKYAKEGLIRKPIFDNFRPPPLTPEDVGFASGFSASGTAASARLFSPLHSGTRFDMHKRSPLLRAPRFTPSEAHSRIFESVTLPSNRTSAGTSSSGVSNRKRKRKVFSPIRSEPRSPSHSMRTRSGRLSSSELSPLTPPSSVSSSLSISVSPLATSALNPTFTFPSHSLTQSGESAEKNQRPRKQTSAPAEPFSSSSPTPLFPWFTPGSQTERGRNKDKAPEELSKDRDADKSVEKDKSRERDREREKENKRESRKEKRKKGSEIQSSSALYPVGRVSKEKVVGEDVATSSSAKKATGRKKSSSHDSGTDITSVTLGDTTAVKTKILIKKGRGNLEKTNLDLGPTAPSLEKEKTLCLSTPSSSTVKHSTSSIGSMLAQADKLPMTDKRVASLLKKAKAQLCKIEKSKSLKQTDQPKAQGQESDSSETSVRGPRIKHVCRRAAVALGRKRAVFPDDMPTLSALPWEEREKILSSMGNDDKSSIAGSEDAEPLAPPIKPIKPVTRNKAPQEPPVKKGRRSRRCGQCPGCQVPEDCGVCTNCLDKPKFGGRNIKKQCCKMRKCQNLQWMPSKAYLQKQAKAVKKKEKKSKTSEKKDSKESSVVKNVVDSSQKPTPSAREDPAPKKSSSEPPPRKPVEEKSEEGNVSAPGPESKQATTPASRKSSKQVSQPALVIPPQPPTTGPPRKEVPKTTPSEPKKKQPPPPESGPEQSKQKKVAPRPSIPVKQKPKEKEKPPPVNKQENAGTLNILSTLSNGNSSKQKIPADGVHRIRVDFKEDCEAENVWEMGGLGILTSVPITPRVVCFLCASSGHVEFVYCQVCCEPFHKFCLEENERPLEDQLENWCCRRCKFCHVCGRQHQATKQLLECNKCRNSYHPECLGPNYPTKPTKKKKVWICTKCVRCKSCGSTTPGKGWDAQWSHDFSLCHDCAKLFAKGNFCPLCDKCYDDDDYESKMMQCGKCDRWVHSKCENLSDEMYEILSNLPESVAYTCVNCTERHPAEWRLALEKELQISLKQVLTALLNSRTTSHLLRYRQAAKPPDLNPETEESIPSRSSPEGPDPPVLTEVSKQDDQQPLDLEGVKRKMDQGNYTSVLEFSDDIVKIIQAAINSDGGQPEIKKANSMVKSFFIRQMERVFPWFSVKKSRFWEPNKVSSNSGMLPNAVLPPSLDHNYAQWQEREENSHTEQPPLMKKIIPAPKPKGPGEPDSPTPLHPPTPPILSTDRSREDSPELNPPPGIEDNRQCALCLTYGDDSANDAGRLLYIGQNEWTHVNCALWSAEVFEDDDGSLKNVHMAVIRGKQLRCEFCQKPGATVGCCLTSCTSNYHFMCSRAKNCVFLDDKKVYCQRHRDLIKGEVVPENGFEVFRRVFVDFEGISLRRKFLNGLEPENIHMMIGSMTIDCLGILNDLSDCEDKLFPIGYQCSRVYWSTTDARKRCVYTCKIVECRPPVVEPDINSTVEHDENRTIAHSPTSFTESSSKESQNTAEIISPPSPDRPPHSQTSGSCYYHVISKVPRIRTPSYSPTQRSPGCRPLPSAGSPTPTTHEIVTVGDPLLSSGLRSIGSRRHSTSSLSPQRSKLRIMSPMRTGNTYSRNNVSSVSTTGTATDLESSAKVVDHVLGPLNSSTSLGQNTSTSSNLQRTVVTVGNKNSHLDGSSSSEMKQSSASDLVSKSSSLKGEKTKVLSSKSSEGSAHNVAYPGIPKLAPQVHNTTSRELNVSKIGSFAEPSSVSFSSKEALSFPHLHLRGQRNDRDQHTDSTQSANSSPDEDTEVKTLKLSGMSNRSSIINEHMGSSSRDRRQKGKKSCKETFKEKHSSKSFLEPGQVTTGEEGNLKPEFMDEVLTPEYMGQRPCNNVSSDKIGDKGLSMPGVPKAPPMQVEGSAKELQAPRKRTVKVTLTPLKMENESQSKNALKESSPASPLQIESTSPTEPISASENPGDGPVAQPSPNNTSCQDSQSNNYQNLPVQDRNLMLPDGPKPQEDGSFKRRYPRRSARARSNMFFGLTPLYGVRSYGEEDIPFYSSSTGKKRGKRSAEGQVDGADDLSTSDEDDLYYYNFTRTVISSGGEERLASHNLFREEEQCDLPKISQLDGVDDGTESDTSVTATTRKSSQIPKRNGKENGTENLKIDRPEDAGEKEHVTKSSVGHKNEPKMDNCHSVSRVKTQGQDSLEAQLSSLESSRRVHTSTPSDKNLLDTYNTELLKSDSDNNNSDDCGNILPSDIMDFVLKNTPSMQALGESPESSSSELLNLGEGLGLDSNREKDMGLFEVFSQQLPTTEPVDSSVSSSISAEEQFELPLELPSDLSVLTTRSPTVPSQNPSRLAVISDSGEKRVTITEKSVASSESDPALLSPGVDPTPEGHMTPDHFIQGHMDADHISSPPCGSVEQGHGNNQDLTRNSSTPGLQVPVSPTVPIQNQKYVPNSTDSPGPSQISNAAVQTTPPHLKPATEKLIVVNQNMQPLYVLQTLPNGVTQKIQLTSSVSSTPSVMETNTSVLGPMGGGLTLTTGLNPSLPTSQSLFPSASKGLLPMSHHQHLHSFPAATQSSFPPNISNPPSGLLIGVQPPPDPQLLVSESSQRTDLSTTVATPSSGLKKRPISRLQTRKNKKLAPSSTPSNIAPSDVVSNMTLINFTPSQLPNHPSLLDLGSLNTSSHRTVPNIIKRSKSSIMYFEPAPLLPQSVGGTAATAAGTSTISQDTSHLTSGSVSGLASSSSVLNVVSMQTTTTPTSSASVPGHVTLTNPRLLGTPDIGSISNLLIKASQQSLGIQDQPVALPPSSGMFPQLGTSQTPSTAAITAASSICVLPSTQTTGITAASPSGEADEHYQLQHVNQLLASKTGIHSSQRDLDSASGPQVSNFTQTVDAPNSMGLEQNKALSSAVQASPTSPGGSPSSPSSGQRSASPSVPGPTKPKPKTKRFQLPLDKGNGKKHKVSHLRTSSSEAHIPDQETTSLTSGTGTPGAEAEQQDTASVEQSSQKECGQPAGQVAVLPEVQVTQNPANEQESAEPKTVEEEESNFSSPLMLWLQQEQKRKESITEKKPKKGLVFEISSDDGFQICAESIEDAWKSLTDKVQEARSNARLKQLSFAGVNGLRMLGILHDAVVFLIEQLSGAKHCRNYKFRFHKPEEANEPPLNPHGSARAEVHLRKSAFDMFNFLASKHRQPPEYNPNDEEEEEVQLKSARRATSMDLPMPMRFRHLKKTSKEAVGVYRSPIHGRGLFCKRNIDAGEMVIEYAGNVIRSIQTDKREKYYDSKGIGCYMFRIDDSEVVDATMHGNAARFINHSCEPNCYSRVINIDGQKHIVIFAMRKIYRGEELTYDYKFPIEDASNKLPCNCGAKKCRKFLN
#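 Steps: dispense CXXC domain solution (7 uM) → pin compounds or unlabeled HOX-A9 DNA control → 5 min ambient → add FLSN-HOX-A9 solution (50 nM) → spin → 30 min ambient → fluorescence polarization. Tris pH 7.5/NaCl/DTT/BSA buffer.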
# S-ASM inh – Inhibitors of Secretory Acid Sphingomyelinase (S-ASM): qHTS | 340,000 compounds, 0.006% hits | placental ASM, HMU-PC fluorogenic substrate, 60 min | Potency, µM (highest dose often 57.5 µM), inactives show top-dose activity change, negative = inhibition, usual class: inhibitors | Sphingomyelin phosphodiesterase (Homo sapiens), P17405; also: potency is read from the fitted curve at half-maximal effect
#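 Steps: dispense placental human ASM, pin compound, wait 10 min at room temperature, add HMU-PC0 substrate at 9 uM final, incubate 60 min at 37 °C, add stop solution raising pH to 10, read fluorescence.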
# TSHR antagonist – Antagonists of the Thyroid Stimulating Hormone Receptor: HTS campaign | TSHR-expressing cells, TSH-stimulated cAMP HTRF, 2 h; active compounds read low | activity change, negative = inhibition, % at 11.5 µM | 330,000 compounds, 0.2% hits;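 active = activity change below a set negative limit, meaning inhibition stronger than a set level, cut at about -70% in these data; inconclusive = activity change between two set negative limits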; also: % is scaled to controls: 0 for no effect and ±100 for the full control effect
#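 Competitive HTRF cAMP read-out (cryptate anti-cAMP antibody, cAMP-d2; 30 min, room temperature) in freshly harvested TSHR cells. Compounds added before TSH at EC80 (4nM final), followed by 2 hours' incubation at 37 deg C.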
# TCR act – Activators of T cell receptors: qHTS campaign. 330,000 tested, under 10 active. Potency, µM (top dose mostly 9.22 µM), inactives show at the highest dose activation of IL-2 secretion, actives largely listed as activators. primary human leukocytes, anti-CD3, IL-2 HTRF, 48 h; also: % of control where 0% means no effect
#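 IL-2 release read by HTRF sandwich (Eu cryptate donor, d2 acceptor, 665 nm emission) after 48 hr exposure of primary human leukocytes to compound together with anti-CD3 beads in the absence of co-stimulatory signals.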
# PTAP TSG101 blk – qHTS Assay for Iinhibitors of HIV-1 Budding by Blocking the Interaction of PTAP/TSG101. Fluorescence polarization, FITC-PTAP peptide / Tsg101 binding. Potency, µM (top dose mostly 115 µM), inactives show at the top dose activity change, negative = inhibition, actives largely listed as inhibitors. 340,000 tested, under 10 active; active = well fitted inhibition curve with a large enough effect in the main read-out, with a control signal flat, not every such curve was filed as active; inconclusive = small, poorly fitted or top-dose-only effect, or effect the other way, or a change in a side signal; inactive = no such curve, though single readings can be large or run the other way; also: potency is read from the fitted curve at half-maximal effect; % of control where 0% means no effect
#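 Tsg101 binding domain (10 uM final) was mixed with compound and a FITC-labeled PTAP peptide (50 nM final) in HEPES pH 7.5 buffer with NaCl, Tween 20, EDTA and TCEP; fluorescence polarization was read after 20 min at r.t.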
# Starred values were filed as active, the others as inactive; ? = inconclusive; . = not tested or not shown; [ ] = dose if it differs, or a comment. Unless noted, calls follow the shape of the dose curve; as a rule, active = well fitted curve in the direction sought with a large enough effect; inconclusive = small, poorly fitted or top-dose-only effect, or another doubt; inactive = no such curve, though single readings can be large; an effect the other way counts as inactive or inconclusive.
SMILES,Integrin act MD,Menin-MLL TR inh,MBNL1 CUG block,Mito fusion yeast,AT treatment,MLL CXXC-DNA inh,S-ASM inh,TSHR antagonist,TCR act,PTAP TSG101 blk
COc1cc(OC)cc(-c2c(-c3ccsc3)c3cc(Br)ccc3n2C)c1,17%,.,.,15%,-4%,.,-1%,1,1%,.
COc1ccc(CN(C(=O)c2oc3ccc(F)cc3c2C)C2CCS(=O)(=O)C2)cc1 (centres undefined),31%,-16%,4%,7%,1%,-2%,0%,-8,0%,-10%
CN(C)S(=O)(=O)c1cccc(NC(=O)Cc2ccc(-c3ccccc3)cc2)c1,-35%,.,11%,7%,0%,-4%,-18%,-6,-1%,1%
CC(C)C(=O)Nc1nc2c(ncn2C2CC(O)C(CO)O2)c(=O)[nH]1 (centres undefined),-1%,0%,14%,-1%,6%,3%,0%,-3,-3%,4%
Cc1ccc(NS(=O)(=O)c2ccc(C(=O)N3CCN(c4ccccn4)CC3)cc2)cc1,-21%,.,-9%,4%,0%,2%,3%,-13,3%,-2%
COc1ccc(-c2nn3c(-c4ccc(F)cc4)nnc3s2)cc1,-22%,-1%,1%,-11%,.,10%,-3%,-2,5%,-6%
NCc1ccccc1COc1ccccc1,-9%,-3%,3%,-9%,-1%,7%,5%,5,2%[46.1 µM],-1%
Cc1sc(N)nc1-c1ccc2c(c1)OCCO2,0%,-9%,7%,6%,1%,-7%,0%,4,.,-3%
Fc1ccccc1C1c2cccn2CCN1C(=S)Nc1cccc(Br)c1 (centres undefined),0%,?,4%,8%,1%,12%,0%,-1,0%,-6%
CCN1C(=O)[C@H]2[C@@H](c3ccc(-c4ccc(Cl)c(Cl)c4)cc3)N[C@@](Cc3ccccc3)(C(=O)OC)[C@H]2C1=O,16%,.,.,17%,-4%,.,-6%,14,-1%,-4%
COc1ccc(N(CC(=O)NCCC2=CCCCC2)S(C)(=O)=O)cc1,23%,0%,-1%,9%,5%,-10%,-1%,-22,-7%,-2%
O=C(Nc1ccccc1)N1C2CCC1CC(O)(c1cccnc1)C2 (centres undefined),-17%,?,-13%,-2%,5%,1%,0%,-6,-4%,0%
O=C(NC1CCC(O)CC1)c1ccc(-c2ccc(Cl)cc2)o1 (centres undefined),9%,.,.,-11%,-5%,.,1%,-11,-1%,-2%
CCc1ccc(-c2cc(C(=O)Nc3ccc(S(=O)(=O)NC(C)=O)cc3)c3ccccc3n2)cc1,17%,?,?,2%,6%,-18%,0%,-7,-11%,-3%
COC1CCN(C(=O)c2cc(COc3ccc(-n4cncn4)cc3)on2)CC1,-23%,.,-3%,7%,-1%,7%,1%,-5,-9%,-2%
C[C@@H](NC(=O)[C@@H]1Cc2ccccc2CN1)C(=O)Nc1ccc2c(c1)OCO2,0%,-1%,-7%,-1%,-8%,6%,-1%,-7,-2%,-2%
Cc1c(Cl)cccc1NC(=S)N(Cc1cccnc1)Cc1ccccc1Cl,14%,14%,-6%,-2%,1%,2%,-3%,-12,-7%,0%
CCc1cc(C(=O)N2CCCC(CO)(Cc3ccc(F)cc3)C2)n(C)n1 (centres undefined),13%,-4%,-1%,17%,0%,60%[activator],-2%,6,-6%,-4%
CN1CCC(NC(=S)Nc2cccc([N+](=O)[O-])c2)CC1,-39%,-17%,?,-1%,-1%,30%,5%,-3,8%,1%
CN1CCN(C(=S)c2cn(CCOc3ccccc3F)c3ccccc23)CC1,-14%,5%,-5%,-10%,4%,-6%,0%,-11,-52%,0%
CCCn1c(SC(C)C(=O)NC2CC2)nnc1-c1ccncc1 (centres undefined),-17%,.,.,1%,6%,.,4%,-1,0%,-4%
Cc1cccc(C)c1Nc1nnc(SC(C)C(=O)Nc2c(C)n(C)n(-c3ccccc3)c2=O)s1 (centres undefined),12%,-2%,-6%,-5%,5%,-2%,4%,-2,-1%[46.1 µM],-1%
CC(C)CC(C(=O)OCC(=O)c1c(N)n(C)c(=O)n(C)c1=O)N1C(=O)C2CC=CCC2C1=O (centres undefined),-19%,-15%,-2%,-3%,-1%,4%,-2%,-4,8%,-17%
Cc1nc(SCC(=O)Nc2ccc(CN3CCCC3)cc2)c2c(C)c(C)sc2n1,0%,.,.,-5%,1%,.,-3%,11,-29%,-4%
CCOC(=O)C1CCCc2c1[nH]c1c(C(N)=O)cccc21 (centres undefined),23%,-8%,12%,11%,7%,-3%,3%,31,-4%,0%
O=C(NCc1ccc(Cl)cc1)C1CCN(C(=O)c2ccc(Cl)cc2)CC1,-6%,.,.,7%,0%,.,1%,2,-5%,-2%
Clc1cccc(NC2=NCCC2)c1,?,0%,-6%,0%,4%,13%,1%,-7,0%,2%
COc1nc(N2CCOCC2)nc(-n2cccc2)n1,-29%,-15%,-15%,2%,0%,-2%,0%,-6,-3%,-3%
O=C1N/C(=N/NC(=O)c2cccc3ccccc23)S/C1=C\c1ccccc1OCc1ccccc1,-13%,?,-9%,-2%,-6%,2%,0%,19,-3%,-4%
CCn1c(SCC(=O)Nc2cc(C)on2)nc2c(c1=O)SC(C)C2 (centres undefined),-8%,-5%,-4%,-1%,6%,3%,1%,-8,1%,1%
Cc1c(Cl)cccc1NC(=O)Nc1cnccn1,-19%,.,0%,1%,-8%,-2%,3%,11,4%,-2%
COc1ccc2c(c1)C(CC(=O)NN)CCC2 (centres undefined),-33%,.,.,.,.,.,4%,.,5%,-2%
Cc1ccc(OCCNC(=O)CNC(=O)c2ccc3c(c2)OCO3)cc1,-3%,.,.,-5%,-10%,.,0%,22,-1%,3%
CC1(C)C2([N+](=O)[O-])CN(CCO)CC1([N+](=O)[O-])CN(CCO)C2,20%,6%,-7%,-2%,-4%,0%,4%,8,-3%[46.1 µM],-3%
CCOc1ccc(NC(=O)CCNS(=O)(=O)c2ccc3c(c2)oc(=O)n3C)cc1,-4%,.,-8%,2%,-6%,35%,0%,2,2%,-1%
Cn1c(N)c(C(=O)CSc2nnc(-c3c[nH]c4ccccc34)n2C2CC2)c(=O)[nH]c1=O,8%,.,.,-3%,7%,.,-2%,-2,3%,0%
Cc1cc(C(=O)OCC(=O)Nc2ccc(F)cc2)c(C)o1,3%,2%,-2%,5%,7%,3%,-2%,5,1%,-1%
COc1cccc(-n2nnc3c(=O)n(C/C=C/c4ccccc4)cnc32)c1,-1%,-3%,2%,11%,7%,13%,-5%,-1,5%,0%
CCOC(=O)c1cc2ccc3ccccc3c2s1,-20%,26%,7%,8%,?,-8%,-11%,-9,-6%[46.1 µM],-2%
O=C(Nc1ccc(C(=O)N2CCCC2)cc1)c1ccccc1[N+](=O)[O-],-14%,-6%,?,-1%,-4%,-28%,2%,2,11%,1%
CC(C)c1nnc(NC(=O)CCC(=O)NCc2ccccc2Cl)s1,?,.,-2%,-10%,5%,-2%,4%,5,-21%,0%
COCCCNC(=S)N/N=C/c1ccc(OC)cc1,-2%,.,0%,-6%,-3%,-12%,0%,-1,4%,2%
CCNc1nc(Oc2ccc(=O)[nH]n2)nc(SC)n1,-1%,1%,4%,-6%,0%,14%,4%,3,-9%,-6%
Nc1nonc1C(=O)NCCNC(=O)c1cccc(Cl)c1,-25%,4%,-4%,-2%,2%,-2%,-16%,7,2%,-3%
O=C(Nc1ccccc1)Nc1nc(-c2ccc(F)c(F)c2)cs1,-7%,-4%,4%,6%,12%,8%,-4%,-2,-1%,2%
CCn1nc(C)c(NC(=O)/C=C/c2cnn(C)c2)c1C,-10%[7.66 µM],-11%,5%,0%,-5%,-4%,-1%,-3,7%,-8%
CC(=O)C1C(c2ccc(F)cc2)NC(=O)NC1(O)C(F)(F)F (centres undefined),23%,-4%,-2%,-2%,0%,4%,1%,6,8%,-1%

# Some of the compounds tested (hit frequency here may not be typical).
